Rv3671c protease – Rv3671c serine protease inhibitors, primary screen, biochemical, fluorescence polarization, M. tuberculosis H37Rv | AID 2606, 2010 | inhibition, % at 5.96 µM | P9WHR9 | actives 0.048% (n = 320,000); in the data active means inhibition above about 38%;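 further: extracellular domain of Rv3671c used as enzyme; 0% = enzyme with DMSO and 100% = no enzyme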
Target sequence (P9WHR9 whole entry, looked up, the tested form may be a part): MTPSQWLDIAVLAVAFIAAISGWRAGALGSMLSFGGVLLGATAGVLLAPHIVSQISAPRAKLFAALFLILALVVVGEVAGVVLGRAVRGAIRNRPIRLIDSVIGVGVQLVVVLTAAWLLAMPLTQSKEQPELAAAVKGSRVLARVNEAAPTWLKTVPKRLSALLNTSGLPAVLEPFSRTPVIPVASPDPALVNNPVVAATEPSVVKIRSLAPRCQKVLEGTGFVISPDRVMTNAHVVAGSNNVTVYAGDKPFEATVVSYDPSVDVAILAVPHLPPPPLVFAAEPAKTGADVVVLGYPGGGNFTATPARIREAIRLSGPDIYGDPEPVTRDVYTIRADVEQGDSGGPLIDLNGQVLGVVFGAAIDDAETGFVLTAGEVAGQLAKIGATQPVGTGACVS
Mtb FBA inh – Mtb FBA enzyme inhibitors, primary screen, biochemical, fluorescence, strain H37Rv | purified M. tuberculosis FBA, fluorescence read-out | inhibition, % at 1 µM | actives 2.3% (n = 360,000) | AID 588726, 2011; in the data active means inhibition above about 27%;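 further: 0% = vehicle and 100% = reference inhibitor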
MazEF act – activators of E. coli MazEF toxin-antitoxin RNase, primary screen, biochemical, fluorescence, uHTS | Endoribonuclease toxin MazF (Escherichia coli (strain K12)), P0AE70 | FAM/BHQ RNA-DNA oligo cleavage fluorescence, 5 h | activation, % at 20 µM | actives 0.32% (n = 350,000) | AID 504720, 2011; in the data active means activation above about 50%
VHR inh abs – VHR1 phosphatase inhibitors, primary screen, biochemical, absorbance, uHTS; inhibition, % at 13.3 µM; actives 0.52% (n = 290,000); recombinant VHR phosphatase, pNPP absorbance; in the data active means inhibition above about 50%; further: some compounds called inactive have numbers as strong as hits
Target sequence (P51452 whole entry, looked up): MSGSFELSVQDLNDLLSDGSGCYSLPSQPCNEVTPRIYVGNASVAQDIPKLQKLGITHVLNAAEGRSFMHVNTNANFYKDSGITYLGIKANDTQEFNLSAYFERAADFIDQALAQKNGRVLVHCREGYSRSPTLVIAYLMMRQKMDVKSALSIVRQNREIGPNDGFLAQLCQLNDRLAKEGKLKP
PriA SSB inh – inhibitors of Klebsiella pneumoniae PriA binding to SSB C-terminal tail, primary screen, biochemical, AlphaScreen. actives 0.6% (n = 430,000). AlphaScreen SSBct-PriA binding, biotinylated peptide. inhibition, % at 33 µM. PriA–SSB C-terminal tail interaction (Klebsiella pneumoniae); in the data active means inhibition mostly above about 37%, no sharp cut-off; inactive means mostly below about 20%;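 further: plate controls were negative control peptide for no effect and reference peptide for full effect; strong numbers were not always called active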
SARS 3CLpro inh – SARS-CoV 3CLpro protease inhibitors, primary screen, biochemical, quenched FRET; recombinant SARS-CoV 3CLpro, quenched FRET peptide cleavage; inhibition, % at 6 µM; actives 0.14% (n = 290,000); AID 1706, 2009; in the data active means inhibition above about 12%
Mtb UGM inh – M. tuberculosis UGM enzyme inhibitors, primary screen, biochemical, fluorescence polarization, single point | purified UGM, fluorescence polarization probe displacement | inhibition, % at 10 µM | actives 0.06% (n = 320,000); in the data active means inhibition above about 10%, passing the limit was not always enough
Target sequence (P9WIQ1 whole entry, looked up): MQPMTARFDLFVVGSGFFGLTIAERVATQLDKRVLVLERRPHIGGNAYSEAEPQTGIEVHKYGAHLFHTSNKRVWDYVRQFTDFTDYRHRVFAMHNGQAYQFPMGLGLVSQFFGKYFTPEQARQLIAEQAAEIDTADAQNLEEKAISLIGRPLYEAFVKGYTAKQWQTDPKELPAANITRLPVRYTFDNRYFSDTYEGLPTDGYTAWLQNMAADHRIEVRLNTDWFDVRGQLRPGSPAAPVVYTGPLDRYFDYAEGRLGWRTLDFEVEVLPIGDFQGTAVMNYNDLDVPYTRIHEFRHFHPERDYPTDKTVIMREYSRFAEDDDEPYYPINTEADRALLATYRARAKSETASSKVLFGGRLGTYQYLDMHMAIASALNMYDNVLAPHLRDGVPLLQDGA
GDH-TPI counter – GDH-TPI coupling enzyme inhibitors, primary screen, artefact control for M. tuberculosis FBA inhibitor project, biochemical, absorbance, full deck | GDH-TPI coupled enzyme counterscreen, NADH absorbance | actives 1.2% (n = 360,000) | inhibition, % at 4.8 µM; in the data active means inhibition above about 30%;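 further: 0% = DMSO wells and 100% = wells lacking the enzyme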
Mtb BioA inh – M. tuberculosis BioA enzyme inhibitors, primary screen, biochemical, plate reader, single point, HTS; 7,8-diaminopelargonic acid synthase BioA (Mycobacterium tuberculosis); purified M. tuberculosis BioA enzyme; inhibition, % at 9.99 µM; actives 0.096% (n = 360,000); AID 602481, 2012; in the data active means inhibition above about 40%
Vc quorum ag – inducers of Vibrio cholerae quorum light production without autoinducers, primary screen, BH1578 luxS cqsA deficient, single point; V. cholerae BH1578 lux reporter, luminescence, 6 h; activation, % at 18.7 µM; AID 588436, 2011; actives 0.16% (n = 350,000); in the data active means activation mostly above about 9.7%, no sharp cut-off; further: not every result past the cut was called active; inactives centre near 0; reference of the scale not given here
* = called active by the depositor; i = inactive; x = no result given; & = joins results of further samples. An excerpt; the hit share may differ from the screen's.

SMILES | Rv3671c protease | Mtb FBA inh | MazEF act | VHR inh abs | PriA SSB inh | SARS 3CLpro inh | Mtb UGM inh | GDH-TPI counter | Mtb BioA inh | Vc quorum ag
CC12CCC(C/C1=N/O)C2(C)C (centres undefined) | -8 | -4 | 3 | 9 | x | 1 | 3.8 | -9 | -0.3 | -0.4
CC(C)(C)N(Cc1ccccc1)C(=O)COC(=O)CN1C(=O)NC2(CCCC2)C1=O | -3 | 3 | 1 | 14 | 8 | 4 | -0.7 | 0 | 0.4 | i
CC(C)CNC(=S)N(Cc1ccco1)Cc1cc2cc3c(cc2[nH]c1=O)OCCO3 | -3 | 10 | 6 | 2 | -19 | 3 | 0.0 | 16 | -2.7 | -0.7
COc1cc(CSc2nc(-c3ccccc3)cc(=O)[nH]2)cc(OC)c1 | 2 | 1 | 1 | 7 | -2&-11 | 3 | -0.8 | 9 | -0.9 | i
CC(C)[C@H](NC(=O)OCc1ccccc1)C(=O)NC(C=O)Cc1ccccc1 (some centres undefined) | 0 | -1 | 4 | x | -6 | x | -1.6 | -16 | -0.2 | 3.8
CC(C)(C)NC(=O)CN(C(=O)CN1C(=O)C(=O)c2ccccc21)C(C)(C)C | 10 | -2 | -1 | 37 | -16 | -2 | 1.2 | 2 | x | -1.1
COC(=O)c1ccc(NC(=O)CN(Cc2ccc(Cl)cc2)S(C)(=O)=O)cc1 | 1 | 2 | 4 | -2 | -31 | 3 | 3.3 | 2 | 3.0 | 0.8
O=C(O)CC(CC(=O)Nc1ccc2ccccc2n1)c1ccccc1 (centres undefined) | 5 | 3 | -2 | 40 | -8 | -2 | 0.8 | 0 | x | -0.3
O=C(COC(=O)C1CCN(c2ccc(C(F)(F)F)cn2)CC1)c1ccccc1 | 4 | 0 | -2 | x | 0 | x | -1.2 | 0 | -1.1 | -14
C=CCC[C@H](Cc1ccc(F)cc1)C(=O)OC[C@@H](NC(=O)[C@@H](CC=C)CC(=O)N[C@H](CO)Cc1ccccc1)C(C)(C)C | -6 | -2 | 3 | x | -3 | x | -2.8 | 1 | 0.0 | i
COc1ccc(C(=S)N2CCN(C)CC2)cc1 | 2 | 0 | 4 | 24 | -11 | -6 | 5.3 | 8 | 0.0 | -1.4
C/C(=N\Nc1nc(C)cc(C)n1)c1ccc(N2CCOCC2)cc1 | 5 | -4 | -18 | 9 | x | -2 | 2.9 | 4 | x | i
CC(C)(C)CC(C)(C)NC(=O)/C=C/C(=O)O | 5 | 3 | 0 | 16 | 1 | 1 | -2.6 | 7 | -1.8 | -0.7
O=C(NC(=S)Nc1ccccn1)c1ccco1 | 4 | 6 | 3 | 30 | -20 | -4 | 0.7 | 18 | x | -0.2
CC(=O)Nc1nc2cc([N+](=O)[O-])ccc2s1 | 3 | 2 | -149 | x | -7 | x | 1.5 | 16 | 2.6 | 2.6
CC(C)CNC(=O)Cn1c(=O)c2c(ncn2CC(C)C)n(Cc2ccccc2)c1=O | -3 | 0 | 4 | 24 | -2 | 1 | -0.6 | -6 | x | -0.3
O=C(CSc1nc2ccccc2c(=O)n1-c1ccccc1)NCc1ccc2c(c1)OCO2 | -3 | 0 | 5 | 6 | -26 | 6 | 0.3 | 13 | 0.6 | 1.9
N#Cc1c(-c2ccc(Cl)cc2)nc2n(c1=O)CCCS2 | -17 | -2 | -6 | 17 | 2 | -3 | 0.5 | 24 | 28 | i
O=C(NC1CCCCC1)C(c1ccc2ncccc2c1)N(Cc1ccccc1)C(=O)c1ccc2c(c1)OCCO2 (centres undefined) | 0 | 8 | -10 | 0 | 7 | 5 | -0.2 | 3 | -15 | -4.2
COc1cc(OC)c(OC)cc1CN1CCN(S(=O)(=O)c2ccc(F)cc2)CC1 | -11 | -1 | 3 | 10 | -9 | -2 | -0.5 | -1 | -0.2 | i
COc1ccc(OC)c(NC2=NC3(CCCCC3)N=C(N)N2)c1 | 2 | 1 | 6 | 7 | 4 | -3 | 0.4 | -12 | -0.1 | -1.3
O=C(CN1CCCc2ccccc21)Nc1ccccc1[N+](=O)[O-] | 10 | -1 | 2 | 23 | -12 | 3 | 3.5 | 3 | x | -0.4
Clc1ccccc1-c1nn2c(COc3ccccc3)nnc2s1 | -8 | 3 | -9 | 8 | -1 | 0 | -1.5 | 1 | 3.4 | i
CN(c1ccc(OCC(=O)Nc2nc(-c3ccccc3)cs2)cc1)S(=O)(=O)c1ccc(F)cc1 | -56 | -1 | 6 | -2 | -5 | 9 | -3.4 | 7 | x | -1.9
COc1ccc(N2CCN(C(c3cccs3)C(C)NC(=O)c3ccc4c(c3)OCO4)CC2)cc1 (centres undefined) | 1 | -4 | 1 | 19 | 0 | -6 | -0.7 | 4 | x | -0.6
CCCC/C=C/[C@H](c1ccccc1)[C@H](CO)Cc1cccnc1 | 1 | 0 | 0 | x | -35 | x | 0.4 | 10 | 4.2 | 0.4
O=C(O)c1cccc(N=Nc2c(O)[nH]c(=O)[nH]c2=O)c1 | 1 | -2 | 3 | 12 | -8 | -6 | -2.6 | 6 | -0.7 | -0.6
CC(=O)N1N=C(c2cccc([N+](=O)[O-])c2)OC1(C)c1cccs1 (centres undefined) | -2 | -3 | 9 | 24 | 21 | -4 | 0.2 | 5 | 0.9 | -0.5
Cc1ccc(-c2csc(NC(=O)c3ccc([N+](=O)[O-])o3)n2)cc1 | 4 | 3 | 0 | 7 | 8 | 2 | -2.0 | 12 | -0.8 | -0.1
CCN1CCN(c2ncnc3c2nnn3Cc2ccccc2)CC1 | -3 | 0 | 9 | 14 | -6 | 4 | 2.0 | -10 | 1.4 | 1.9
O=C(/C(C=Nc1ccc(F)cc1)=C(/O)c1ccco1)C(F)(F)F | -5 | -1 | -3 | 8 | x | 2 | -1.1 | 17 | x | -0.2
Cc1ccc(S(=O)(=O)N(C)C)cc1NS(=O)(=O)c1ccc(Cl)s1 | -15 | 0 | -6 | 8 | -10 | 7 | 5.0 | 15 | -32 | -0.2
Cc1cc(=O)oc2cc(OCc3ccc(C(=O)OCC(=O)NC4CCS(=O)(=O)C4)cc3)ccc12 (centres undefined) | -4 | 11 | -27 | 25 | -7 | 2 | -1.3 | 15 | x | -0.2
Cc1cc(C)cc(OCC(=O)OCC(=O)NC2CCCCCC2)c1 | -16 | 2 | 2 | x | -2 | x | x | -7 | 4.2 | i
Cc1ccc(C2=NNC(=O)C(P(=O)(c3ccccc3)c3ccccc3)C2)cc1 (centres undefined) | 0 | 5 | 6 | 33 | -1 | -3 | 3.0 | 0 | x | -0.5
CC(=O)n1c(=O)oc2ccccc21 | -2 | -2 | 7 | x | 7 | x | 0.5 | -7 | -0.4 | i
CCOc1ccc(CCNC(=O)C2CC(=O)N(c3ccccc3OCC)C2)cc1OCC (centres undefined) | 0 | 1 | 4 | x | 8 | x | -0.4 | -10 | 0.2 | -0.7
CCSc1ncc(/C=N/Nc2ccc([N+](=O)[O-])cc2)n1C | -15 | -19 | 13 | -1 | x | 7 | 1.8 | 4 | x | 0.5
O=C1/C(=C/c2ccccc2)CCc2ccc(Cl)nc21 | x | 0 | 3 | x | -20 | x | x | 12 | x | -0.8
CCc1cccc(N=c2c([N+](=O)[O-])nn(-c3ccc4c(c3)OCCO4)n2O)c1 | 17 | -4 | -7 | 21 | 22 | 5 | 0.9 | 5 | x | -0.3
COc1ccc(S(=O)(=O)Nc2nc3ccccc3nc2NCC2CCCO2)cc1 (centres undefined) | 1 | 27* | 7 | 5 | -9 | 3 | 5.0 | 25 | x | -0.5
COC(=O)c1ccccc1NC(=S)NC(=O)C1CC1 | 3 | -2 | 2 | -4 | -8 | 2 | -0.7 | -1 | -0.3 | -0.4
CCCCCC/C(=N\NS(C)(=O)=O)c1ccccc1 | 6 | -3 | -2 | 2 | x | 2 | -0.2 | 2 | -0.2 | i
CCOc1ccc(NC(=O)CN(C)C(=O)C2(c3ccccc3)CC2)cc1OCC | 0 | -1 | 0 | x | -11 | x | -0.3 | -4 | x | 1.8
COc1ccc(C2(C)NC(=O)N(CC(=O)Nc3ccc(Br)c(C)c3)C2=O)cc1OC (centres undefined) | -22 | 5 | -17 | 17 | 8 | 0 | 0.1 | 7 | -5.4 | -0.4
CCOc1ccc(/C=C2/Sc3ccc(C(=O)N4CCN(C(=O)c5ccco5)CC4)cc3N(C)C2=O)cc1OC | 1 | x | x | 33 | x | -6 | 0.9 | x | x | x
O=C(CN1CCOCC1)Nc1ccc(Br)cc1 | -6 | 1 | -5 | 2 | 5&-2 | -6 | 1.1 | -3 | -3.2 | -0.1
CCn1c(Cc2ccc(OC)cc2)nc2ccccc21 | 5 | 0 | 1 | 5 | -13 | -4 | 5.1 | -1 | 1.9 | i
COc1ccc(C(=O)NCc2nnc(SCC(=O)Nc3cc(C)cc(C)c3)o2)cc1OC | -4 | 2 | 11 | -5 | -1 | 2 | 1.6 | 2 | 0.0 | i
O=C(CN1C(=O)C2CCCCC2C1=O)Nc1cccc(C(F)(F)F)c1 (centres undefined) | -2 | -2 | 4 | x | -2 | x | -0.5 | 3 | -0.4 | -0.8
O=C(NCc1ccccn1)c1ccc2ccccc2n1 | -3 | -1 | 5 | 16 | -4 | 2 | -1.5 | -1 | -0.1 | -1.6
NC(=O)c1c(NC(=O)Cn2cc([N+](=O)[O-])cn2)sc2c1CCCC2 | -9 | 2 | 7 | 37 | 2 | 3 | 1.8 | 8 | x | i
COc1ccc(-n2nc(C(=O)NCC(=O)N3CCC4(CC3)OCCO4)c3ccccc3c2=O)cc1OC | 7 | 2 | 13 | 15 | -10 | 5 | -1.7 | 8 | x | -0.3
CN(CC(=O)Nc1cccc(F)c1)CC(=O)Nc1ccccc1Oc1ccccc1 | -3 | 1 | 6 | 4 | -5 | 3 | 0.1 | -3 | 24 | i
Cc1oc(-c2cccs2)nc1CN1CCN(CC(C)C)C(CCO)C1 (centres undefined) | -10 | 4 | -4 | 31 | -7 | -1 | 0.8 | 5 | x | -0.2
O=S1(=O)c2cccc3cccc(c23)N1Cc1nnc(-c2ccccc2Br)o1 | -8 | 6 | -3 | 18 | -8 | -1 | 1.5 | 9 | -0.1 | 1.4

Exported as labelled records: 4 of the compounds above
SMILES: CC(C)CNC(=O)Cn1c(=O)c2c(ncn2CC(C)C)n(Cc2ccccc2)c1=O
  Rv3671c protease: -3 | Mtb FBA inh: 0 | MazEF act: 4 | VHR inh abs: 24 | PriA SSB inh: -2 | SARS 3CLpro inh: 1 | Mtb UGM inh: -0.6 | GDH-TPI counter: -6 | Mtb BioA inh: x | Vc quorum ag: -0.3

SMILES: O=C(CN1CCCc2ccccc21)Nc1ccccc1[N+](=O)[O-]
  Rv3671c protease: 10 | Mtb FBA inh: -1 | MazEF act: 2 | VHR inh abs: 23 | PriA SSB inh: -12 | SARS 3CLpro inh: 3 | Mtb UGM inh: 3.5 | GDH-TPI counter: 3 | Mtb BioA inh: x | Vc quorum ag: -0.4

SMILES: CCOc1ccc(NC(=O)CN(C)C(=O)C2(c3ccccc3)CC2)cc1OCC
  Rv3671c protease: 0 | Mtb FBA inh: -1 | MazEF act: 0 | VHR inh abs: x | PriA SSB inh: -11 | SARS 3CLpro inh: x | Mtb UGM inh: -0.3 | GDH-TPI counter: -4 | Mtb BioA inh: x | Vc quorum ag: 1.8

SMILES: CC(C)CNC(=S)N(Cc1ccco1)Cc1cc2cc3c(cc2[nH]c1=O)OCCO3
  Rv3671c protease: -3 | Mtb FBA inh: 10 | MazEF act: 6 | VHR inh abs: 2 | PriA SSB inh: -19 | SARS 3CLpro inh: 3 | Mtb UGM inh: 0.0 | GDH-TPI counter: 16 | Mtb BioA inh: -2.7 | Vc quorum ag: -0.7

Screens from PubChem.
